IDE cell inh: inhibitors of human insulin-degrading enzyme in cells; hit rate 0.41% among 320,000; P14735; HEK cells, FAbetaB cleavage, fluorescence polarization; inhibition, % at 5.59 µM;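 active means percent inhibition above the average of all tested compounds plus 3 SD, set per screening campaign, cut at about 16% in these data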;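 further: IDE supplied by intact live HEK cells; FP after avidin binding of uncleaved biotin substrate so inhibition keeps polarization high; 0% = DMSO wells and 100% = 60 µM reference IDE inhibitor Ii1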
Target sequence (P14735 whole entry, looked up): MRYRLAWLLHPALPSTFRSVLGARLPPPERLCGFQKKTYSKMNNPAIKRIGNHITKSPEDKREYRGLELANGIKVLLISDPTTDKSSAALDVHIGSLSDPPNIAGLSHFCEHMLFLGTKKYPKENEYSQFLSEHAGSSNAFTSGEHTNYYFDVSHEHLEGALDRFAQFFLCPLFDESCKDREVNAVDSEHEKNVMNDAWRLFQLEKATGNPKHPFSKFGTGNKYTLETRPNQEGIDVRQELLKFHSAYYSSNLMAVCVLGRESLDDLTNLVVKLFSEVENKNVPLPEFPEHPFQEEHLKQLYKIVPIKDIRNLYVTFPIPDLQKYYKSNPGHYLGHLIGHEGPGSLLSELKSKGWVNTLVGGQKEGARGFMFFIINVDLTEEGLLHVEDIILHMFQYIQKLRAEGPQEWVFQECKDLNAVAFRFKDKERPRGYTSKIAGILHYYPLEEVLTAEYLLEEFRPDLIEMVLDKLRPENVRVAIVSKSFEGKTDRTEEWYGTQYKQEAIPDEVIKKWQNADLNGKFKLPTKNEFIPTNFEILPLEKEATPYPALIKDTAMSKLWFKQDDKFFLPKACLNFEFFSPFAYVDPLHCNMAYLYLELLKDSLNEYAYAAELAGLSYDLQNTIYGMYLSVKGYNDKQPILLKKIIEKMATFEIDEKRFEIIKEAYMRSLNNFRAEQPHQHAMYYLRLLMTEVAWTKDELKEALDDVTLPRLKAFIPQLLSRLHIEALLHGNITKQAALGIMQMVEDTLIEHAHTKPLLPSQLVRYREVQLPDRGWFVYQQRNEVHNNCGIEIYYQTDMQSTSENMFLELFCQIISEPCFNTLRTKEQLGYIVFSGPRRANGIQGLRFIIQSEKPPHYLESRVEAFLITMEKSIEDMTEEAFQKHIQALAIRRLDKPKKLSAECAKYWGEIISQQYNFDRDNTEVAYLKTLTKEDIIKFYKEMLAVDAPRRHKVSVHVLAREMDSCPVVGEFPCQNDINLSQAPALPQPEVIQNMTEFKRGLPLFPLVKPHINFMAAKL
IDE act: boosts human insulin-degrading enzyme activity in HEK cells; P14735; FAbeta-B cleavage, fluorescence polarization; 0% vehicle, 100% cell-free pure enzyme wells; activation, % at 5.96 µM; hit rate 0.073% among 340,000; AID 493087;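 active means activation above the mean of all tested compounds plus 3 SD, set per screening campaign, cut at about 17% in these data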
VIM-2 inhibitor: blocks Pseudomonas aeruginosa VIM-2 metallo-beta-lactamase; purified VIM-2, nitrocefin hydrolysis, epi-absorbance fluorescence; inhibition, % at 5.6 µM; hit rate 0.89% among 290,000; AID 1527;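 active means inhibition above the mean of all tested compounds plus 3 SD, cutoff set per screening run, cut at about 7.5% in these data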;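 further: red hydrolysis product quenches plate fluorescence so inhibitors raise well fluorescence; 0% = enzyme with DMSO and 100% = DMSO without enzyme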
HCV NS3 hel inh: blocks Hepatitis C virus NS3 helicase unwinding; NS3 helicase DNA unwinding, Cy5 molecular beacon fluorescence; inhibition, % at 10.9 µM; hit rate 0.56% among 290,000; AID 1800;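 active means inhibition above the mean of all tested compounds plus 3 SD, set per campaign, cut at about 35% in these data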;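 further: 0% = DMSO wells and 100% = thioflavine S control wells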
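Material: hepatitis C virus NS3 helicase domain fragment enzyme; measured by: Cy5 fluorescence, 0 and 60 min reads; control set: DMSO and thioflavine S; incubation: 60 min unwinding reaction at 25 °C after ATP addition; read-out basis: % inhibition from 60/0 min fluorescence ratio, DMSO 0%, thioflavine S 100%; repeats: singlicate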
pCIP destab: lowers stability of the mouse p/CIP coactivator protein | F442A p/CIP-EGFP cells, EGFP fluorescence, 16 h | hit rate 0.01% among 290,000 | decrease of EGFP signal, % at 10 µM | Q05BA5;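 active means EGFP signal decrease of at least 30% at 10 µM or well 3 SD below plate mean, unless failing retest; inactive means the rest, including hits failing retest or dose response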; further: some compounds called inactive have numbers as strong as hits; many of its hits are not listed in these tables
DNA FID counter: counter-screen for HCV NS3 helicase inhibitors: DNA intercalator displacement. DNA fluorescent intercalator displacement, fluorescence. inhibition, % at 7.9 µM. hit rate 0.17% among 290,000; in the data active means inhibition above about 37%;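 further: 0% = vehicle and 100% = reference compound; higher means more ethidium bromide displaced from hairpin DNA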
SUMO HTRF inh: SUMOylation inhibition; P63279; HTRF SUMOylation assay, SAE1/SAE2 + UBC9, in vitro; inhibition, % at 35 µM; hit rate 0.36% among 290,000; AID 2006; in the data active means inhibition above about 50%, passing the limit was not always enough; further: strong numbers were not always called active
IMP-1 inh: inhibitors of Pseudomonas aeruginosa IMP-1 metallo-beta-lactamase. purified IMP-1, nitrocefin hydrolysis, epi-absorbance fluorescence. inhibition, % at 5.6 µM. hit rate 0.45% among 290,000;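 active means inhibition above the mean plus 3 SD of all compounds in the same screening run, cut at about 4.5% in these data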;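 further: 0% = IMP-1 with DMSO and 100% = DMSO wells lacking enzyme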
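System: purified recombinant IMP-1 beta-lactamase. Medium: Zinc- and detergent-supplemented HEPES buffer, pH 7.1. Compound: one 5.6 µM dose […]. Schedule: 15 min preincubation plus 25 min reaction at 25 °C. Technique: Epi-absorbance fluorescence, 480 nm excitation, 530 nm emission.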
PfM18AAP inh: blocks P. falciparum M18 aspartyl aminopeptidase. inhibition, % at 7.35 µM. AID 1822. recombinant PfM18AAP, H-Glu-NHMec fluorogenic cleavage. hit rate 1.2% among 290,000;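 active means inhibition above the campaign mean inhibition over all tested compounds plus 3 SD, cut at about 28% in these data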;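 further: 0% = plate median of test compound wells and 100% = 2 mM ZnCl2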
Starred values were filed as active, the others as inactive; nt = no result given. Rows are unselected, and some 3.6% of all compounds hit somewhere here.

SMILES	IDE cell inh	IDE act	VIM-2 inhibitor	HCV NS3 hel inh	pCIP destab	DNA FID counter	SUMO HTRF inh	IMP-1 inh	PfM18AAP inh
CC1(C)Cc2c(cnn2-c2ccccc2)C(NC(=O)CCc2ccc(=O)[nH]n2)C1 (stereo unspecified)	0	4	0.3	0	5	-27	19	0.0	-6
Cc1ccc2oc(C(=O)N3CCN(Cc4nccn4C)CC3)c(C)c2c1	1	5	2.7	-12	-12	-4	18	-1.9	-14
COc1ccc(CNC(=O)C2CCC(CNS(=O)(=O)c3ccccc3)CC2)cc1 (stereo unspecified)	1	3	-1.5	1	10	-37	-2	-2.0	2
Cc1ccccc1N(CC(=O)NCCSCc1ccccc1)S(C)(=O)=O	4	3	0.9	-4	-9	-29	6	-4.8	8
CCNC(=O)CN(c1ccccc1OC)S(=O)(=O)c1cccs1	1	3	-2.4	-9	3	-1	-13	-1.4	0
O=C(CC(NS(=O)(=O)c1ccc(Cl)cc1)c1ccco1)NCc1ccco1 (stereo unspecified)	6	3	0.5	-1	-21	1	23	0.0	-4
CCCCC/C=N\NC(=O)Cc1ccc([N+](=O)[O-])cc1	-1	-2	-3.5	2	3	6	-3	-0.8	5
CCc1cc(=O)oc2cc(OCc3nn[nH]n3)ccc12	1	2	0.9	-6	-12	1	12	0.2	-3
N[C@H](CSCc1ccccc1)C(=O)Nc1ccc([N+](=O)[O-])cc1	3	3	-0.9	0	-8	7	-15	-4.1	11
CCOC(=O)c1c(NC(=S)NCC2CCCO2)sc(C)c1C (stereo unspecified)	7	5	-3.0	3	2	-8	-31	-3.8	2
Cn1c(=O)c2c(SCC(=O)N3CCCC3)nc(CC(C)(C)C)nc2n(C)c1=O	3	-1	-0.3	-3	6	-37	-6	-2.2	-1
COc1ccc(N2C(=NC(=O)C3CCCCC3)SC3CS(=O)(=O)CC32)cc1 (stereo unspecified)	2	-2	-1.3	-3	0	-24	3	-2.2	2
CCOC(=O)c1ccc(N/C=C\C(=O)c2cccc(OC)c2)cc1	1	4	-1.2	0	-12	-6	10	-3.4	0
CSCc1ccc(C(=O)NC2CC(C)(C)Cc3c2cnn3-c2ccc(F)cc2)o1 (stereo unspecified)	-1	3	-2.2	0	5	-47	-10	-1.8	1
O=[N+]([O-])/C(C(Cl)=C(Cl)Cl)=C(\Nc1ccc(F)cc1)n1cncn1	-6	nt	-3.1	1	-2	1	13	-3.5	81*
O=Cc1ccc(-c2cc(Cl)ccc2Cl)[nH]1	-1	4	2.1	2	2	-1	17	0.0	4
Cc1cc(-n2cnnn2)cc(C)c1S(=O)(=O)NCCOc1ccccc1	-3	1	-1.1	2	-6	-10	14	-0.1	-2
CC(NC(=O)COC(=O)/C=C/c1ccco1)c1ccccc1 (stereo unspecified)	4	-1	-1.5	17	9	-4	14	-1.6	-4
COC(=O)c1ccc(NC(=O)CN2CCN(c3ccccn3)CC2)cc1	-4	0	-2.2	-5	-14	-13	-6	-3.5	-8
CCOC(=O)c1c(NCCN(C)C)c2ccccc2[nH]c1=O	3	1	-1.5	-1	1	-1	16	-3.0	-8
COCCn1c(C)c(C(=O)O)sc1=S	0	1	-1.9	-2	-2	5	8	-2.3	1
Cc1ccc([N+](=O)[O-])c(NC2OC(CO)C(O)C2O)c1 (stereo unspecified)	4	1	-1.5	3	6	5	-1	-0.8	3
COC(=O)C1CCN(C(=O)Cn2nnc(-c3ccccc3)n2)CC1	3	3	-3.9	0	3	-10	-6	-1.0	3
O=C(CCCCCN1C(=O)c2cccc3cccc(c23)C1=O)NC1CCS(=O)(=O)C1 (stereo unspecified)	-3	5	4.4	2	-18	-19	-7	-4.1	4
Cc1ccc(C(NC(N)=O)c2ccccc2)cc1 (stereo unspecified)	2	11	-4.8	-1	4	-4	-6	-4.4	4
Cc1cccc2c1N(C(=O)CN1C(=O)c3ccccc3C1=O)C(C)(C)c1ssc(=S)c1-2	1	7	-0.2	13	-12	4	0	0.8	14
COc1ccc2c(c1)c(=O)c(C(=O)c1ccc(Cl)cc1)cn2CC(=O)Nc1ccc(F)cc1	0	8	-1.1	-6	1	-4	9	-0.7	-7
c1ccc(-c2c[n+]3c(n2-c2ccccc2)SCC3)cc1	4	nt	-2.9	4	-17	5	1	-2.2	1
C[C@@H]1C[C@H](O)c2cc(Cl)ccc2N1	2	2	-5.8	4	-13	1	12	-4.2	3
CCOc1ccc(OCC)c(NC(=O)c2[nH]c(C)c(C(C)=O)c2C)c1	-2	4	-1.0	-3	-9	3	-41	-3.5	4
C=C(C)C1CC=C(C)/C(=N\NC(=S)Nc2ccc(C)cc2)C1 (stereo unspecified)	-4	-1	-5.2	0	-2	-15	-10	-3.2	10
Cn1c(=O)c2c(n3cnnc13)-c1ccccc1CC21CCCC1	-2	4	-1.8	4	-4	-13	-18	-5.0	-3
CCc1nn(C(CC)C(=O)NCc2cccc(OC)c2)c(=O)c2cc3occc3n12 (stereo unspecified)	4	4	-7.3	13	-3	-35	8	-1.3	7
COC(=O)c1ccccc1NC(=O)CN1CCC(C)CC1	7	2	-0.4	-5	-14	-1	1	-0.6	-13
CC(C)C(NC(=O)C1CCC(C(C)(C)C)CC1)C(=O)NCCCN1CCCCC1 (stereo unspecified)	-2	4	-3.0	-2	-6	9	11	-3.1	6
Cc1cc(=O)n(CC(C)C)c(O)c1C#N	2	7	-1.3	16	-2	-14	33	-0.2	3
O=C(Cn1cc2c(n1)CCCC2)Nc1cc(-c2cccc(Cl)c2)no1	4	-1	-1.8	-7	-15	-3	-26	-3.0	-3
COCCCNC(=O)c1c(N)n(-c2cccc(S(N)(=O)=O)c2)c2nc3ccccc3nc12	4	0	2.3	-2	2	-17	35	-4.1	23
COc1ccccc1CN1CCNC(=O)C1CC(=O)NCCCN1CCCC1=O (stereo unspecified)	-4	10	1.1	-6	-2	0	-2	0.5	11
O=C(CSc1ccccc1)NCCc1ccc(F)cc1	5	-2	-3.2	1	-4	-15	-9	-3.5	3
O=C(NN1C(=O)C2C3C=CC(C3)C2C1=O)c1cccc(Cl)c1 (stereo unspecified)	7	3	0.4	5	-7	-2	-2	-0.9	-6
O=C1CCC/C(=N/NC(=O)c2sc3ccccc3c2Cl)C1	26*	-15	2.9	17	-84	-25	-5	2.4	7
Cc1csc(NC(=O)c2ccc(Cl)cc2[N+](=O)[O-])n1	3	1	-3.4	-6	11	6	13	-0.3	5
Cc1ccc(S(=O)(=O)NCCC2=CCCCC2)cc1C(N)=O	4	1	-0.4	8	-8	-14	1	-1.7	1
COc1ccc(CCC(=O)N2CCN(C(=O)c3ccccc3)CC2)cc1	3	2	1.0	3	-3	-13	15	-2.8	-9
Cc1cc(C(=O)Nc2cccnc2Cl)on1	1	6	-1.1	4	-2	-7	4	-3.9	6
CN(C)S(=O)(=O)CC12CCC(CC1=O)C2(C)C (stereo unspecified)	4	0	-3.9	-3	-3	-2	8	-2.6	0
COC(=O)c1ccc(NC(=O)CSc2nnc(C)n2CC2CCCO2)cc1 (stereo unspecified)	0	-2	-1.9	5	-2	-13	8	-3.8	8
Cn1c(SCc2nc3ccccc3c(=O)[nH]2)nc2ccccc21	-1	0	-3.9	-3	-5	-14	21	-3.8	2
CCC1CCc2c(sc3ncnc(N4CCOCC4)c23)C1 (stereo unspecified)	2	-7	-0.4	0	10	-10	1	-2.8	-1
C/C(=N/O)c1cc(C(C)(C)C)c(O)c(C(C)(C)C)c1	-7	3	-0.9	-1	-2	-21	-6	-0.2	-1
CCOc1ccc(C(=O)OC2CCCN(C)C2)cc1 (stereo unspecified)	5	2	-2.0	0	-9	-1	12	-2.0	-13
O=C(CSC1=NC(=O)C(c2ccccc2)C(=O)N1)Nc1cccc(Cl)c1 (stereo unspecified)	0	5	-1.0	-3	-12	-4	14	1.4	2
CN1C(=O)S/C(=C/c2cccn2-c2cccc(C(=O)O)c2)C1=O	2	6	-0.6	-4	11	-29	-14	-1.7	17
O=C(COc1ncnc2ccccc12)N1CCN(c2ccccc2)CC1	12	4	-0.6	2	-2	-8	6	-4.3	4
OCCC1CN(Cc2cccn2-c2cccnc2)CCN1Cc1ccccc1 (stereo unspecified)	3	4	-4.3	1	1	11	6	-2.8	-4
CCCn1nc2cc(C(=O)NCc3ccccc3OC)ccc2c1OCC	4	1	-2.3	-24	-9	-15	12	-1.5	0
O=C(NCCCN1CCCC1=O)c1cc(NS(=O)(=O)c2ccc(F)cc2)cc(NS(=O)(=O)c2ccc(F)cc2)c1	2	0	-1.6	1	-14	-24	13	-6.8	-11
CCc1ccc(NC(=O)c2cc(-c3cccs3)on2)cc1	4	-2	-0.7	-6	-10	-5	12	-1.7	-4
Cn1cc(C(=O)N/N=C/c2cc(Br)cs2)c2ccccc21	-10	nt	-1.9	-9	6	-2	-14	-3.3	-3

Some of the entries so far, with two lines to a compound.
Order of values – IDE cell inh	IDE act	VIM-2 inhibitor	HCV NS3 hel inh	pCIP destab	DNA FID counter	SUMO HTRF inh	IMP-1 inh	PfM18AAP inh
> C/C(=N/O)c1cc(C(C)(C)C)c(O)c(C(C)(C)C)c1
    -7	3	-0.9	-1	-2	-21	-6	-0.2	-1
> CCOc1ccc(C(=O)OC2CCCN(C)C2)cc1 (stereo unspecified)
    5	2	-2.0	0	-9	-1	12	-2.0	-13

Remaining list, next part.
SMILES	IDE cell inh	IDE act	VIM-2 inhibitor	HCV NS3 hel inh	pCIP destab	DNA FID counter	SUMO HTRF inh	IMP-1 inh	PfM18AAP inh
Cn1c(SCC(=O)Nc2nncs2)nnc1C1CC1	-7	-3	-2.5	5	-55	-4	4	-0.1	5
Cc1cc(C)cc(C(=O)NCC(=O)OCC(=O)N2CCCCC2)c1	1	5	-2.5	-6	6	-7	12	-2.5	0
CCC(=O)Nc1cccc(-c2ccc(N3CCCCC3)nn2)c1	-2	2	-1.0	-1	-6	-22	17	-1.3	-3
O=[N+]([O-])c1ccc(N/N=C/c2ccccc2O)cc1	5	-5	-1.3	-3	1	25	-6	-1.6	4
O=[N+]([O-])c1ccc(Nc2nc(N/N=C/c3cccc(F)c3)nc(N3CCCC3)n2)cc1	1	1	0.0	-44	5	1	8	-1.6	44*
Cn1c2ccccc2c2cnn(CC(=O)Nc3ccccc3Br)c(=O)c21	0	-2	-2.2	2	-1	-11	46	-3.6	4
COCCCNC(=S)N1CCCN(c2nc3cc(C)c(C)cc3cc2C#N)CC1	2	-11	-0.6	-12	-3	7	30	-0.9	0
COc1ccc(Br)cc1C1N2CC3(C)CN1CC(C)(C2)C3=O (stereo unspecified)	-3	2	-0.1	-7	-13	-3	-15	0.9	0
CC1=NN(C(=O)c2cc(C)nn2C)C(O)(C(F)(F)F)C1 (stereo unspecified)	6	-1	-2.6	-4	3	2	-22	-3.1	8

Among those listed so far, these contain a COOH group.
SMILES	IDE cell inh	IDE act	VIM-2 inhibitor	HCV NS3 hel inh	pCIP destab	DNA FID counter	SUMO HTRF inh	IMP-1 inh	PfM18AAP inh
COCCn1c(C)c(C(=O)O)sc1=S	0	1	-1.9	-2	-2	5	8	-2.3	1
CN1C(=O)S/C(=C/c2cccn2-c2cccc(C(=O)O)c2)C1=O	2	6	-0.6	-4	11	-29	-14	-1.7	17

Screening results as filed in PubChem.
